Screens: PubChem, National Center for Advancing Translational Sciences (NCATS)
12-LOX inh = blocks human arachidonate 12S-lipoxygenase. P18054. purified 12hLO, xylenol orange hydroperoxide absorbance. Potency, µM (doses to about 108 µM), without a hit: at the top dose activity change, negative = inhibition, actives largely listed as inhibitors. 580,000 tested, 1.1% active; note: potency is the fitted concentration of half-maximal effect; % is set by controls: 0 for no effect and ±100 for the full control effect
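Purified human 12hLO (150 nM final) in 25 mM Hepes, 0.01% Triton X-100, pH 7.0 was preincubated 15 min at room temperature with compound. Then 40 uM arachidonic acid was added, 30 min. Hydroperoxide was read by Fe-XO absorbance ratio 573/405 nm.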
G9a block = G9a (human) methyltransferase inhibition. Q96KQ7. AID 504332. 350,000 tested, 8.8% active. G9a H3K9 monomethylation, AlphaScreen, 2 h. Potency, µM (series often up to 102 µM), for the others: at the highest dose activity, negative = inhibition, hits mostly inhibitors; note: potency is the fitted concentration of half-maximal effect; % is set by controls: 0 for no effect and ±100 for the full control effect; nearly all actives have a fitted effect of over 75% in size
Target sequence (Q96KQ7 913-1193 limits assumed): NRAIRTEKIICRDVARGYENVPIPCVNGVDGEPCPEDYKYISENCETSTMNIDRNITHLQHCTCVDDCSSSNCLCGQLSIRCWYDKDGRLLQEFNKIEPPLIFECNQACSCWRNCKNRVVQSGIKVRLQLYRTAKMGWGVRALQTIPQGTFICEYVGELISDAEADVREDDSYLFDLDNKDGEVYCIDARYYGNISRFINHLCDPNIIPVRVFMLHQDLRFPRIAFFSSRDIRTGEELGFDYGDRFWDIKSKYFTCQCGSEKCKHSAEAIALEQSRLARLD
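Compounds were preincubated with 20 nM G9a for 15 min, after which biotinylated H3K9 peptide (500 nM) and SAM (20 uM) started a 2 h room-temperature reaction. Monomethylated product was quantified by antibody-based AlphaScreen chemiluminescence.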
BAZ2B block = inhibitors of human BAZ2B bromodomain. Q9UIF8. AID 504333. Potency, µM (doses to about 114 µM), for the others: top-dose activity change, negative = inhibition, usual class: inhibitors. AlphaScreen BAZ2B-H3K14Ac peptide displacement. 360,000 tested, 4.4% active; note: potency is the fitted concentration of half-maximal effect; % is set by controls: 0 for no effect and ±100 for the full control effect; nearly all actives have a fitted effect of over 60% in size
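Compounds, titrated to a top concentration of 110 uM, were incubated 30 min at room temperature with preformed BAZ2B/acetyl-K14 H3 peptide complex (50 nM each). Proximity signal was measured by AlphaScreen after 20 min with beads.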
ERG-DNA inh = ERG Ets/DNA interaction inhibition; Potency, µM (doses to about 76.9 µM), for the others: at the highest dose FP activity, negative = inhibition, usual class: inhibitors; AID 624246; 370,000 tested, 0.028% active; P11308; fluorescence polarization, His-ERG Ets domain / labelled DNA; active = well fitted inhibition curve with a large enough effect in the polarisation, with a control signal flat; inconclusive = small, poorly fitted or top-dose-only effect, or effect the other way, or a change in a side signal; inactive = no such curve, though single readings can be large or run the other way; the % refers to the polarisation;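 note: polarization taken with two DNA probes labelled with fluorescein and Texas red; potency is the fitted concentration of half-maximal effect; % of control where 0% means no effect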
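His-tagged ERG Ets domain (1 uM in the protein solution; 300mM KCl, 50mM Tris-HCl, 1mM EDTA, 1mM DTT, pH 7.5) received compound, then a probe mix of 5 nM fluorescein-DNA and 100nM Texas-615-DNA. Fluorescence polarization was read for both dyes.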
GLS inh = glutaminase GLS (human) inhibition | O94925 | GLS enzymatic activity, qHTS titration | Potency, µM (top dose mostly 45.5 µM), for the others: at the highest dose activity change, negative = inhibition, most hits filed as inhibitors | 410,000 tested, 0.21% active | AID 624170; note: potency is the fitted concentration of half-maximal effect; % is set by controls: 0 for no effect and ±100 for the full control effect
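hKGA in 45 mM KH2PO4 (pH 8.2), 0.02% Tween-20 with compound, then 1mM L-Glutamine (stock as added) plus glutamate oxidase/HRP/Amplex red coupling mix. Fluorescence read initially and after 30 min at RT; signal change reflects glutamate formation.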
JMJD2A Tudor = JMJD2A Tudor domain (human) inhibition. O75164. AlphaScreen JMJD2A-Tudor / H3K4me3 peptide binding. Potency, µM (titrated, usually from 114 µM), for the others: at the top dose activity change, negative = inhibition, most hits filed as inhibitors. 390,000 tested, 4.4% active; note: potency is the fitted concentration of half-maximal effect; % is set by controls: 0 for no effect and ±100 for the full control effect; nearly all actives have a fitted effect of over 50% in size
RGS4 inh = blocks human RGS4-accelerated GTP hydrolysis | AID 504845 | Potency, µM (top dose mostly 114 µM), for inactives: at the top dose activity change, negative = inhibition, usual class: inhibitors | 390,000 tested, 0.039% active | Transcreener GDP fluorescence polarization, RGS4-accelerated GTP hydrolysis; note: potency is the fitted concentration of half-maximal effect; % is set by controls: 0 for no effect and ±100 for the full control effect; nearly all actives have a fitted effect of over 75% in size; some results filed as inactive show a strong effect at the top dose
Target sequence (P49798 whole entry, looked up): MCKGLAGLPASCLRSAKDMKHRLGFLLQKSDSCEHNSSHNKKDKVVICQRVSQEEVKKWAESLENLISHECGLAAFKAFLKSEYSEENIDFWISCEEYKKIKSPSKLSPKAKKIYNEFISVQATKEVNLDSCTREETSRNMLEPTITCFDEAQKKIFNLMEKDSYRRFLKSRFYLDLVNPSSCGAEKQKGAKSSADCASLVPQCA
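MLSMR compounds (23 nl, pin-transferred) preincubated 10 min at room temperature with a 500nM (2x) first reagent, then RGS4 at 900nM (2x) plus Transcreener GDP mix added; fluorescence polarization (620/688 nm) read before and after 90 min at 30 °C.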
HP1b chromo inh = HP1-beta chromodomain-methylated histone interaction inhibition. P83916. AlphaScreen HP1-beta / biotin-H3K9me3 peptide binding. Potency, µM (top dose mostly 114 µM), without a hit: at the highest dose activity change, negative = inhibition, actives largely listed as inhibitors. 390,000 tested, 0.56% active. AID 540317; note: potency is the fitted concentration of half-maximal effect; nearly all actives have a fitted effect of over 70% in size; inactives centre near 23
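Compound inhibition of the preformed complex between 50 nM HP1-beta and 50 nM biotinylated H3K9me3 peptide was read by AlphaScreen. Buffer was PBS pH 7.4 with 0.01% Tween-20. Incubations ran 30 min at room temperature, with 10 ug/mL donor/acceptor beads.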
PI4K2A inh = blocks human PI4K2A kinase activity | AID 1346378 | activity change, negative = inhibition, % at 76.9 µM | purified PI4K2A, ADP-Glo luminescence, 1 h; hits give low values | Q9BTU6 | 420,000 tested, 0.13% active; in the data active = activity change below about -50%; inconclusive = mostly about -30% to -49%;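 note: -100% = wells without enzyme as full effect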
Target sequence (Q9BTU6 whole entry, looked up): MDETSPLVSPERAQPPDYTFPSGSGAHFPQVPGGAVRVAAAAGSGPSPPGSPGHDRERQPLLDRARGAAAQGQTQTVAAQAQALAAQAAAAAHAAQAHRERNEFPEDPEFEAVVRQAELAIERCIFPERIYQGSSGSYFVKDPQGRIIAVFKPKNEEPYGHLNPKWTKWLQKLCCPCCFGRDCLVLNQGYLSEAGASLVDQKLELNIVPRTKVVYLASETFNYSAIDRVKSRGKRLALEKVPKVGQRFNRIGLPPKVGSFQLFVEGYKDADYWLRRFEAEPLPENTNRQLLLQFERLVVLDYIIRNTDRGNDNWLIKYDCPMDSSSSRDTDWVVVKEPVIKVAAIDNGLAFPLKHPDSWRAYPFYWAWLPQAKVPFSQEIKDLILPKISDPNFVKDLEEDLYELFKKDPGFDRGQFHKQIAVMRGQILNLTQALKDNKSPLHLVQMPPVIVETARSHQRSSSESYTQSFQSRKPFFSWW
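ADP-Glo luminescence measured ADP generated by PI4K2A enzyme (4 ug/mL before mixing) with 1.2 mM PI substrate (pre-mix) and 300 microM ATP (pre-mix). Tris pH7.5 buffer with MgCl2, Triton X-100; 1 h reaction at ambient temperature.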
* marks the source's active call; other numbers are inactive results; ? = inconclusive; nt = no result given; [ ] = another dose, or the depositor's remark. Unless noted, calls come from the whole dose curve; as a rule, active = well fitted curve in the direction sought with a large enough effect; inconclusive = small, poorly fitted or top-dose-only effect, or another doubt; inactive = no such curve, though single readings can be large; an effect the other way counts as inactive or inconclusive. The list is partial; rates above refer to the full screens.

1. O=C(c1cc2c(=O)n3ccccc3nc2s1)N1CCOCC1
2. COc1ccc(Cn2c(-c3ccc(Cl)cc3)c[n+]3ccccc23)cc1
3. O=C(c1ccc(S(=O)(=O)N2CCOCC2)cc1)N(c1ccc(F)cc1)C1C=CS(=O)(=O)C1 (stereo unspecified)
4. O=C(Nc1cc(C(F)(F)F)ccc1N1CCOCC1)c1cccs1
5. COc1ccc(C(=O)N2CCOC2CNC(=O)C(=O)NCCc2ccccc2OC)cc1 (stereo unspecified)
6. Cc1c(NC(=O)c2ccccc2NS(=O)(=O)c2ccc(Br)cc2)c(=O)n(-c2ccccc2)n1C
Compound | 1 | 2 | 3 | 4 | 5 | 6
12-LOX inh | -6% | -5% | 22% | -2% | 0% | 0%
G9a block | 5%[12.7 µM] | 3%[59 µM] | 1%[59 µM] | 20% | 30% | -1%[2.33 µM]
BAZ2B block | 2% | -2% | 9% | 6% | -13% | -5%
ERG-DNA inh | -9% | -14% | nt | 10% | -4% | -5%
GLS inh | 0% | 2% | 1% | 2% | -9% | 7%
JMJD2A Tudor | -5% | -9% | -12% | 12% | -22% | -12%
RGS4 inh | 25% | 7% | 4% | -17% | 3% | 8%
HP1b chromo inh | 33% | 38% | 25% | 37% | 29% | 16%
PI4K2A inh | 1 | -1 | -1 | 10 | 4 | -1

7. COc1ccc(Cl)cc1NC(=O)c1cc(-c2ccc3c(c2)OCO3)on1
8. O=C(NCCCN1CCCC1=O)c1ccc2c(=O)n(-c3ccccc3F)c(=S)[nH]c2c1
9. Cc1cc(-c2ccccc2)nc2cc(C(N)=O)nn12
10. O=C(NCCc1ccccc1)c1cnc2n(c1=O)CCS2
11. O=C(NCCCN1CCCC1=O)c1ccc(S(=O)(=O)Nc2ccccc2)cc1
12. O=C(COC(=O)C1(c2ccccc2F)CCCC1)N1CCc2ccccc21
Compound | 7 | 8 | 9 | 10 | 11 | 12
12-LOX inh | -10% | ? | 0% | -10% | -1% | -3%
G9a block | 5%[59 µM] | 25µM* | 28µM* | -43% | 8%[59 µM] | 32%[59 µM]
BAZ2B block | -1% | ? | -15% | nt | -2% | 5%
ERG-DNA inh | 0% | 8% | -2% | -7% | 3% | -2%
GLS inh | -1% | -14% | -12% | 1% | 5% | 6%
JMJD2A Tudor | -6% | ? | -17% | -12% | 4% | 2%
RGS4 inh | 41% | 0% | ? | 12% | -21% | -12%
HP1b chromo inh | 45%[activator] | 29% | 23% | 6% | 21% | 15%
PI4K2A inh | -2 | 2 | 4 | -9 | -2 | 0

Among those listed so far, 2 contain a thiophene ring, fused or not:
1. O=C(c1cc2c(=O)n3ccccc3nc2s1)N1CCOCC1
4. O=C(Nc1cc(C(F)(F)F)ccc1N1CCOCC1)c1cccs1
Compound | 1 | 4
12-LOX inh | -6% | -2%
G9a block | 5%[12.7 µM] | 20%
BAZ2B block | 2% | 6%
ERG-DNA inh | -9% | 10%
GLS inh | 0% | 2%
JMJD2A Tudor | -5% | 12%
RGS4 inh | 25% | -17%
HP1b chromo inh | 33% | 37%
PI4K2A inh | 1 | 10

Following part:
13. CCOC(=O)c1ccc(S(=O)(=O)NCC(c2ccc(N(C)C)cc2)c2c[nH]c3ccccc23)cc1 (stereo unspecified)
14. N#CCOC(=O)[C@H](Cc1c[nH]c2ccccc12)NS(=O)(=O)c1ccc(Cl)cc1
15. CC(C)[C@H](NC(N)=O)C(=O)Nc1ccc(Oc2ccccc2)cc1
16. CCOC(=O)c1ccc(NC(=O)Nc2ccc(F)cc2)cc1
17. Cc1nn(Cc2ccccc2)c(Cl)c1C(=O)OCC#N
18. NC(=O)C1CCN(C(=O)c2ccc(-c3ccccc3)cc2)CC1
Compound | 13 | 14 | 15 | 16 | 17 | 18
12-LOX inh | 0% | ? | -14% | ? | -6% | nt
G9a block | ? | ? | -17% | -1% | -1% | 12%[59 µM]
BAZ2B block | 10µM* | ? | -13% | 11% | 3% | -5%
ERG-DNA inh | 9% | -6% | 14% | 2% | 2% | -10%
GLS inh | -15% | 2% | -10% | 8% | 5% | 0%
JMJD2A Tudor | 11µM* | -33% | -8% | 3% | 1% | 6%
RGS4 inh | -28% | ? | -11% | -13% | -14%[56.9 µM] | 4%
HP1b chromo inh | 32µM* | 1% | 21% | 17% | 75%[activator] | 16%
PI4K2A inh | -1 | 2 | -3 | -10 | -5 | -2

19. CCc1cccc(N(CC(=O)NC2CCCCC2)C(=O)c2csnn2)c1
20. CCOC(=O)c1nc(Nc2ccc(N3CCOCC3)cc2)c2ccccc2n1
21. Cc1ccc2nc(C)cc(C(=O)OCC(=O)Nc3c(C)n(C)n(-c4ccccc4)c3=O)c2c1
22. CC(C)(C)C(=O)Nc1ccc2nc(SCC(=O)N3CCCC3)sc2c1
23. CC[C@@H](C)[C@@H]1CN([C@@H](CN2CCC[C@H]2CN2C(N)=NC[C@H]2CC(C)C)C(C)C)C(=N)N1CCc1ccc(Cl)c(Cl)c1
24. O=C(Oc1c(-c2ccccc2)c(=O)n2c3c(cccc13)CC2)c1cccc([N+](=O)[O-])c1
Compound | 19 | 20 | 21 | 22 | 23 | 24
12-LOX inh | -5% | -10% | -1% | -15% | -16% | ?
G9a block | 11% | -45% | 7% | -1%[59 µM] | nt | nt
BAZ2B block | -13% | -23% | 0% | -16% | nt | ?
ERG-DNA inh | 18% | 16% | 1% | -1% | 26% | 4%
GLS inh | -21% | -26% | 8% | -3% | 5% | -1%
JMJD2A Tudor | 4% | -17% | -14% | -2% | -35% | ?
RGS4 inh | -9% | 7% | -3% | -34% | 20% | -51%
HP1b chromo inh | -16% | 14% | 4% | 91%[activator] | 4% | -4%
PI4K2A inh | 0 | -8 | 0 | 1 | -5 | 5

25. O=C(Nc1ccc(Cl)cc1)c1cnn2c1NC(c1ccccc1)=CC2c1ccccc1 (stereo unspecified)
26. Cc1cc(NC(=O)CSc2nnc(Nc3ccccc3F)s2)no1
27. COc1ccc(/C=C/C(=O)c2ccc[nH]2)c(OC)c1OC
28. Cn1ccnc1SC(=O)N1c2ccccc2Sc2ccccc21
29. COc1ccc(/C=C(/C#N)C(=O)Nc2cc(C)ccc2C)cc1C(=O)O
30. COc1ccc2c(c1)[nH]c1c(=O)n(Cc3ccccn3)cnc12
Compound | 25 | 26 | 27 | 28 | 29 | 30
12-LOX inh | 4% | -3% | 0% | ? | 356%[activator] | 0%
G9a block | 10µM* | 1% | 9%[59 µM] | ? | -51% | 24%[12.7 µM]
BAZ2B block | -33% | -6% | -2% | ? | 19% | -23%
ERG-DNA inh | 0% | 1% | 3% | nt | 9% | 9%
GLS inh | 0% | -2% | 16% | 0% | -4% | -6%
JMJD2A Tudor | ? | -27% | -21%[57.1 µM] | 20µM* | -13% | -18%
RGS4 inh | -29% | -13%[56.9 µM] | -12% | -9% | -24% | -8%
HP1b chromo inh | -7% | 23% | 21% | 3% | 21% | 18%
PI4K2A inh | -2 | 0 | 8 | -2 | -7 | 5

31. Cc1ccc(C(=O)NCC(=O)NCC(c2ccco2)N2CCCCC2)cc1C (stereo unspecified)
32. COc1ccc(CSc2nc3nc(C)cc(C)n3n2)cc1F
33. COc1cc(OC)c(N(C)C(=O)c2sc3nc4n(c(=O)c3c2C)CCCC4)cc1Cl
34. COc1cc(C(=O)OCc2cc(=O)n3ccsc3n2)cc(OC)c1OC
35. CCOCCCn1c(=O)c2ccccc2n2c(=S)[nH]nc12
36. CCCN1Cc2cccc(C(=O)Nc3ccc(OC)c(OC)c3)c2C1=O
Compound | 31 | 32 | 33 | 34 | 35 | 36
12-LOX inh | 0% | -6% | -4% | -16% | 4µM* | 9%
G9a block | -31% | 4%[0.501 µM] | ? | 12%[59 µM] | 10µM* | nt
BAZ2B block | -3% | ? | -5% | -2% | -24% | nt
ERG-DNA inh | 14% | 11% | 3% | 0% | 6% | 10%
GLS inh | 7% | 0% | 4% | 0% | -14% | 14%
JMJD2A Tudor | -5% | 7% | 21% | -2% | 4µM* | -13%
RGS4 inh | -10% | -5% | -17% | -11% | -25% | 16%
HP1b chromo inh | 15% | 54%[activator] | 129%[activator] | 46% | -13% | 8%
PI4K2A inh | 1 | -1 | -4 | 5 | -3 | 3

37. CCOCCCNC(=O)C1CCC(CNS(=O)(=O)c2cccc3nsnc23)CC1 (stereo unspecified)
38. CSc1ncc(C(=O)NCc2ccc(Cl)cc2)c(C(F)(F)F)n1
39. Cc1nnc(NC(=O)Cn2cnc3c2c(=O)n(C)c(=O)n3C)s1
40. OCCCCNc1cccc2ccccc12
41. CCOC(=O)CSc1nc(C)cc(C)c1C(N)=O
42. Cc1cccnc1NC(=O)c1cc2ccccc2oc1=O
Compound | 37 | 38 | 39 | 40 | 41 | 42
12-LOX inh | 0% | ? | -25% | ? | -9% | 1%
G9a block | -9%[59 µM] | 3%[59 µM] | ? | ? | -8% | -4%
BAZ2B block | -2% | 6% | -5% | ? | -4% | -1%
ERG-DNA inh | 1% | -10% | 5% | nt | -16% | 8%
GLS inh | -6% | 1% | 5% | 9% | -3% | -8%
JMJD2A Tudor | 3% | 9% | -6% | ? | -3% | -20%
RGS4 inh | 5% | -9% | 3% | -44% | 3% | 12%
HP1b chromo inh | 26% | 34% | 35% | -20% | 45%[activator] | 16%
PI4K2A inh | 0 | 0 | -1 | -1 | -2 | -4
